PTHR1 agonist – PTHR1 (human) receptor agonism | HEK293 GP2 PTHR1 cells, GloSensor cAMP luminescence, 1 h | Potency, µM (doses to about 115 µM), without a hit: at the top dose activation, hits mostly activators | 410,000 compounds, 0.075% hits | AID 743266; note: potency is the fitted concentration of half-maximal effect; nearly all actives have a fitted effect of over 55% in size; some results filed as inactive show a strong effect at the top dose; inactives centre near -15; many of its hits are not listed in these tables
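HEK-293-derived GP2 cells expressing PTHR1 and a GloSensor cAMP reporter, 3,000/well, plated overnight, given luciferin plus IBMX (each 0.5 mM as added) for 1 h at 37 °C, then compound for 1 h at 37 °C. Luminescence was read after 15 min at room temperature.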
D3 antag – antagonists of human D3 dopamine receptor. 360,000 compounds, 2.5% hits. AID 652054. D3R cells, DiscoveRx beta-arrestin luminescence, antagonist mode; hits give low values. max response, negative = inhibition, %; in the data active = max response below about -50%; inconclusive = no clear call, values can overlap the other calls; note: % is set by controls: 0 for no effect and ±100 for the full control effect; mostly tested at two doses, the higher about 12 µM
Target sequence (P35462 whole entry, looked up): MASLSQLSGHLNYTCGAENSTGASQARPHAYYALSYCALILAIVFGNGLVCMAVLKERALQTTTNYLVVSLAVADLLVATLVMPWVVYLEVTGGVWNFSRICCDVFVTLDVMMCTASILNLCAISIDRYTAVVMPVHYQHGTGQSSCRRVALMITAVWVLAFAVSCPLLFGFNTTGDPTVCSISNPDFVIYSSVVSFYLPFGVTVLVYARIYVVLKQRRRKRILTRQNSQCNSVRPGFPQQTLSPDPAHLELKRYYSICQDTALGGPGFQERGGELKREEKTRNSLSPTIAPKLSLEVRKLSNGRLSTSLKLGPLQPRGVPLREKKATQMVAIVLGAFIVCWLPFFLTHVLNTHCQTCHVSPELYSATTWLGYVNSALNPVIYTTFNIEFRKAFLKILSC
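Cells expressing the human receptor were seeded at 1500 cells/well, incubated overnight at 37 degrees C in 5% CO2, then exposed to library compounds with dopamine controls for 90 minutes at 37 degrees C before luminescent detection.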
GLP1R cytotox – cytotoxicity counter-screen for GLP-1 receptor inverse agonists; AID 624418; HEK293 cAMP-luciferase reporter cells, luminescence, 24 h; Potency, µM (top dose mostly 38.3 µM), without a hit: at the top dose activity change, negative = inhibition, actives largely listed as inhibitors; 410,000 compounds, 0.13% hits;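 note: loss of luciferase light is scored as toxicity; potency is the fitted concentration of half-maximal effect; % is set by controls: 0 for no effect and ±100 for the full control effect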
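Luminescence readout: signal drop marks cytotoxicity. Plated cells grew 12 h at 37 °C, 5% CO2, received 23 nL compound for 24 h, then got luciferase reagent, read after 12 min at RT.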
GLP1R inv ag – inverse agonists of human GLP-1 receptor. P43220. HEK293 GLP-1R CRE-luciferase, luminescence, 24 h; GLP-1R form is constitutively active. Potency, µM (doses to about 38.3 µM), for inactives: top-dose activity change, negative = inhibition, usual class: inhibitors. 410,000 compounds, 1.6% hits; note: potency is the fitted concentration of half-maximal effect; % is set by controls: 0 for no effect and ±100 for the full control effect; nearly all actives have a fitted effect of over 55% in size
Target sequence (P43220 whole entry, looked up): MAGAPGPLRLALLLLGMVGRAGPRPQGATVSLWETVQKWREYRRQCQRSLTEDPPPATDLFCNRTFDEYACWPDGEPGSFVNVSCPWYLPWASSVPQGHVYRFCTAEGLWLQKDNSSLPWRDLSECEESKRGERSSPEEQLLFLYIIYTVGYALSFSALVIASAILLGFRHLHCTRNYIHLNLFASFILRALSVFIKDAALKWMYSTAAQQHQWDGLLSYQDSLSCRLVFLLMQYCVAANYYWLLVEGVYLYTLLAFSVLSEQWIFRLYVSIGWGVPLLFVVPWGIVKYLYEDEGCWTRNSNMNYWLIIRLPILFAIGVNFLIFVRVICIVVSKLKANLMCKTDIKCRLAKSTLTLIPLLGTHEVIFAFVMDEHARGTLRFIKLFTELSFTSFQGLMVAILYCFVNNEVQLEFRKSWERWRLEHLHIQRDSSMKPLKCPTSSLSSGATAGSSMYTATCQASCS
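Inverse agonism was detected as reduced cAMP-driven luciferase luminescence after 24 h compound treatment. The cells were HEK293 clones expressing constitutively active human GLP-1R with the reporter. Reporter-only and GPR119 cell lines served as counterscreen controls.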
DRD3 agonist – D3 dopamine receptor (human) agonism; P35462; D3R DiscoveRx beta-arrestin cells, luminescence, 90 min; max activation, %; 410,000 compounds, 0.58% hits; AID 652048; in the data active = max activation above about 30%; note: 0% is about no effect; mostly tested at two doses, the higher about 12 µM
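Cells at 1500/well, incubated overnight, then treated with pinned compounds (dopamine as control) for 90 min at 37 degrees C. DiscoveRx reagent added for 30 - 60 minutes at room temperature; luminescence read.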
KB-V1 MDR tox – kills drug-selected multidrug resistant KB-V1 cells; KB-V1 MDR cells viability, CellTiter-Glo, 72 h; Potency, µM (top dose mostly 46.1 µM), for the others: at the highest dose activity change, negative = cytotoxicity, hits mostly cytotoxic; 400,000 compounds, 3.4% hits; AID 1347076; note: potency is the fitted concentration of half-maximal effect; % is set by controls: 0 for no effect and ±100 for the full control effect; nearly all actives have a fitted effect of over 60% in size
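Readout: CellTiter-Glo luminescence, 10 min after addition. Cells: KB-V1 MDR subline, 72 h at 37 degrees C with compound. Analysis: corrected, normalized data fitted to concentration-effect curves.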
aSyn rescue – rescues yeast growth from alpha-synuclein toxicity. Yeast expressing alpha-synuclein, growth rescue, BacTiter-Glo, 24 h. Potency, µM (top dose mostly 46.1 µM), inactives show top-dose growth rescue (activation), hits mostly activators. 370,000 compounds, 0.14% hits. AID 652106; note: potency is the fitted concentration of half-maximal effect; % of control where 0% means no effect; nearly all actives have a fitted effect of over 65% in size
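Galactose-induced alpha-syn yeast (OD600=0.02, raffinose-pregrown) + pinned cpd, 24 hr, 30 deg C; growth by BacTiter-Glo luminescence. Growth restoration scores as activation.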
TDP-43 yeast inh – rescues yeast growth from TDP-43 toxicity | AID 652104 | 410,000 compounds, 1.8% hits | TDP-43 expressing yeast growth rescue, BacTiter-Glo, 24 h | Potency, µM (doses to about 46.1 µM), for the others: at the top dose growth rescue (activation), usual class: activators; note: potency is the fitted concentration of half-maximal effect; % of control where 0% means no effect; nearly all actives have a fitted effect of over 50% in size
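Cell-based yeast growth screen: TDP-43 expression induced in galactose, inoculum OD600=0.02 after raffinose pregrowth to mid-log. Read-out BacTiter-Glo luminescence at 24 hr, 30 deg C; inhibition of toxicity seen as signal increase.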
GLP-1R agonist – activates the human GLP-1 receptor; 380,000 compounds, 0.007% hits; HEK293 GLP-1R CRE-luciferase, luminescence, 4-6 h; cells express a hypersensitive GLP-1R form; P43220; AID 624172; Potency, µM (highest dose often 45.6 µM), inactives show at the highest dose activation, most hits filed as activators; note: potency is the fitted concentration of half-maximal effect; % of control where 0% means no effect
* = called active by the depositor; i = inactive; ? = inconclusive; / = not tested or not shown; [ ] = remark or other dose. Unless noted, calls come from the whole dose curve; as a rule, active = well fitted curve in the direction sought with a large enough effect; inconclusive = small, poorly fitted or top-dose-only effect, or another doubt; inactive = no such curve, though single readings can be large; an effect the other way counts as inactive or inconclusive.

SMILES	PTHR1 agonist	D3 antag	GLP1R cytotox	GLP1R inv ag	DRD3 agonist	KB-V1 MDR tox	aSyn rescue	TDP-43 yeast inh	GLP-1R agonist
CCCCCCSc1ccc([C@@H]2[C@H]3C(=O)N(C)C(=O)[C@H]3[C@]3(C(=O)OC)CCCCN23)cc1OC	-17%	78	8%	?	1	0%	11%	24%	5%
O=C(CSc1nc2ccccc2s1)N/N=C/c1ccc(C(=O)O)cc1	i	-7	0%	12%	0	?	-6%	-2%	8%
COc1ccc(CNC(=O)c2ccc(Cn3nc(C)c([N+](=O)[O-])c3C)o2)cc1	-16%	8	-14%	-23%	4	-27%	-7%	-7%[0.397 µM]	20%
Cc1ccc(S(=O)(=O)NCC(=O)Nc2ccc(C(F)(F)F)cc2)cc1	-7%[57.5 µM]	18	3%	-7%	35*	1%	-16%	-8%	-18%
C[C@H](CO)N1C[C@H](C)[C@H](CN(C)Cc2cncnc2)Oc2cc(Br)ccc2S1(=O)=O	-24%	-17	5%	21%	-7	-23%	-2%	12%	-8%
O=C(CC1CCS(=O)(=O)C1)NC1CCCCC1 (stereo not drawn)	i	-1	-9%	0%	-9	30%	0%	-4%	-6%
O=C(COc1ccccc1)NCC(c1ccc(Cl)cc1)N1CCCCC1 (stereo not drawn)	-2%	/	4%	-11%	-19	14%	/	1%	/
Cc1cc(Br)ccc1NC(=O)CNC(=O)COc1ccccc1C	i	2	-19%	-1%	-21	?	1%	24%	4%
CCc1nc2c(OCC(=O)C(C)(C)C)cccn2c1N(C=O)Cc1ccc(OC)cc1	-31%[inhibitor]	0	8%	24%	-15	-3%	-8%	6%	-2%
Cc1cccc(CC(C)NC(=O)CCc2nnc(-c3ccccc3)o2)n1 (stereo not drawn)	i	12	-6%	10%	-8	-7%	-3%	9%	-1%
COC(=O)C1=C(C)N(Cc2ccccc2)C(=NCc2cc(OC)c(OC)c(OC)c2)N[C@H]1c1ccccc1	-23%	-8	-24%	-7%	-16	2%	-3%	14%	7%
Cn1c(=O)c2c(ncn2CC(COCc2ccccc2Cl)OCc2ccccc2Cl)n(C)c1=O (stereo not drawn)	i	16	-28%	-10%	-1	?	0%	?	-3%
Cc1cc(/C=N/n2cnnc2)c(C)n1-c1ccc(OCc2ccc(Cl)cc2Cl)cc1	-9%	14	-11%	?	-4	5.2µM*	?	-17%	-32%[inhibitor]
CC1=C(C(=O)Nc2ccccc2C)C(c2ccc(C)o2)N2C(=O)CSC2=N1 (stereo not drawn)	-24%	-24	7%	0%	-13	-11%	2%	-25%	-12%
CCOc1ccccc1NC(=O)C(c1ccccc1)N1CCN(CC(=O)N2CCCC2)CC1 (stereo not drawn)	i	8	6%	-26%	-2	-7%	0%	0%	3%
O=C(NNC(=O)c1ccccc1-n1cccc1)c1ccc(Cl)nc1	-37%[inhibitor]	-10	-2%	13%	3	13%	1%[1.84 µM]	18%	0%
C=CCNc1nc(SCC=C)nc2ccsc12	i	-21	-5%	0%	1	?	-19%	?	15%
COc1ccc(C(CNC(=O)c2ccc(S(=O)(=O)Nc3ccccc3OC)cc2)N2CCCC2)cc1 (stereo not drawn)	i	-17	-16%	?	-19	-3%	0%	15%	16%
COc1cc2[nH]c(=O)n(CCCC(=O)N3CC=C(c4ccccc4)CC3)c(=O)c2cc1OC	i	1	0%	17%	-8	?	-3%	-3%	4%
O=c1c(/C=N/O)c(Nc2ccccc2)nc2ccccn12	i	-7	-12%	0%	-6	-9%	17%	-4%	13%
Cc1cc(C)c(Cn2c3ccccc3c3cnn(CC(=O)NCCCc4ccccc4)c(=O)c32)c(C)c1	-23%	/	-11%	-15%	-9	-16%	/	-3%[9.22 µM]	/
CC(C)c1ccc(NC(=O)CSc2nc(=O)n(CCCN3CCOCC3)c3c2CCC3)cc1	-13%	5	4%	?	-5	1%	-6%	-4%	1%
CCn1c(SCC(=O)NNC(=O)c2ccc(C)cc2)nnc1C1CC1	i	-5	-6%	7%	1	?	0%	-14%	5%
CN(C)c1nc(NC(C)(C)C)nc(NC(C)(C)C)n1	i	-24	-9%	-7%	-2	?	1%	19%	4%
CN1CCN(c2ccc(NC(=O)c3ccc4c(c3)OCO4)cc2)CC1	i	-16	8%	-15%	1	-4%	-2%	0%	-7%
CSc1nnc(-c2ccc(S(=O)(=O)N3CCOCC3)cc2)n1C	-2%	-11	9%	10%	4	-2%	0%	3%	5%
CC(NC(=O)c1ccc(Cl)cc1)c1nnc(SCC(=O)NC2=NCCS2)n1C (stereo not drawn)	-11%	4	-4%	-21%	-6	-9%	-5%	-23%	6%
O=[N+]([O-])c1cc([N+](=O)[O-])c2nonc2c1Nc1ccccc1O	-4%	-23	-26%	-20%	-2	0%	-1%	8%	-4%
Cc1nc(C)c(-c2csc(NCCc3ccccc3)n2)s1	-24%	5	5%	?	4	?	-20%	16µM*	23%
CN(CC(=O)Nc1ccc2c(c1)OCO2)S(=O)(=O)c1ccc2c(c1)CCC(=O)N2	4%	11	1%	38%[activator]	-4	-6%	-9%	-18%	7%

Shown as labelled records: three of the compounds above
O=[N+]([O-])c1cc([N+](=O)[O-])c2nonc2c1Nc1ccccc1O
  PTHR1 agonist: -4%
  D3 antag: -23
  GLP1R cytotox: -26%
  GLP1R inv ag: -20%
  DRD3 agonist: -2
  KB-V1 MDR tox: 0%
  aSyn rescue: -1%
  TDP-43 yeast inh: 8%
  GLP-1R agonist: -4%
Cc1nc(C)c(-c2csc(NCCc3ccccc3)n2)s1
  PTHR1 agonist: -24%
  D3 antag: 5
  GLP1R cytotox: 5%
  GLP1R inv ag: ?
  DRD3 agonist: 4
  KB-V1 MDR tox: ?
  aSyn rescue: -20%
  TDP-43 yeast inh: 16µM*
  GLP-1R agonist: 23%
CN(CC(=O)Nc1ccc2c(c1)OCO2)S(=O)(=O)c1ccc2c(c1)CCC(=O)N2
  PTHR1 agonist: 4%
  D3 antag: 11
  GLP1R cytotox: 1%
  GLP1R inv ag: 38%[activator]
  DRD3 agonist: -4
  KB-V1 MDR tox: -6%
  aSyn rescue: -9%
  TDP-43 yeast inh: -18%
  GLP-1R agonist: 7%

Continued.
SMILES	PTHR1 agonist	D3 antag	GLP1R cytotox	GLP1R inv ag	DRD3 agonist	KB-V1 MDR tox	aSyn rescue	TDP-43 yeast inh	GLP-1R agonist
COc1ccc(C(=O)CN2C(=O)c3ccccc3C2=O)c(OC)c1	-14%	10	5%	15%	3	8%	-1%	8%	0%
COC(=O)c1ccc2nc(-c3ccc(C)cc3)c(CC3CCCCC3)n2c1	-53%[inhibitor]	-13	4%	-4%	4	-14%	?	13%	9%
Cc1ccc(S(=O)(=O)Cc2cccc(C(=O)N3CCOCC3)c2)cc1	i	0	-8%	-19%	0	12%	0%	-3%	-6%
COc1ccc(C(=O)C2CCCN(C(=O)c3cccc(N4CCCC4=O)c3)C2)cc1OC (stereo not drawn)	-22%	4	8%	106%[activator]	9	20%	5%	7%	6%
Cc1cc(N2CCN(S(=O)(=O)c3ccc4c(c3)OCCO4)CC2)n2ncnc2n1	22%	-12	9%	0%	10	16%	6%	-5%	25%
COc1cccc(-c2cc(C(=O)N/N=C/c3cccc(OC)c3OC)c3ccccc3n2)c1	-31%[inhibitor]	-6	12%	7%	-10	-2%	4%	-9%	7%
O=c1[nH][nH]c(-c2ccccc2)c1C=Nc1ccccc1Cl	-22%	14	-6%	0%	14	16%	0%	5%	6%
O=C(Nc1cccc(F)c1)NC1(C(=O)N2CCC(O)CC2)CCCCC1	24%	7	-3%	2%	2	-2%	4%	5%	2%
C=CCSc1nnc(NC(=O)C2CSC3(C)CCC(=O)N23)s1 (stereo not drawn)	i	9	9%	-8%	0	6%	2%	23%	-1%
[O-]/[N+](=C\c1ccc(F)cc1)c1ccccc1	-2%	-14	10%	17%	-16	13%	-11%	-20%	-6%
Cc1ccc(OCc2cc(C(=O)N(C)CCc3nc4ccccc4[nH]3)no2)cc1C	-23%	14	1%	?	-4	-11%	-3%	9%	-2%
OC(COc1cccc2ccccc12)CN1CCN(c2cccc(Cl)c2)CC1 (stereo not drawn)	i	-6	-38%	?	45*	27%	6%	-8%	6%
COc1ccccc1N1CCN(CC(=O)c2c[nH]c3ccccc23)CC1	-8%	-7	-24%	?	-13	11%	11%	13%	3%
Cc1oc2ncnc(N3CCCCC3)c2c1C(=O)N1CCN(c2cccc(C(F)(F)F)c2)CC1	i	/	-23%	?	-16	0%	/	22µM*	/
CCOC(=O)C1(C)C=C(Nc2cccc(C)c2)C(=O)N1c1ccccc1 (stereo not drawn)	-82%[inhibitor]	/	0%	?	1	7%	/	11%	1%
CC(=O)Nc1cccc(NC(=O)c2ccccc2Cl)c1	16%	-55*	1%	23%	-9	-18%	0%	8%	0%
CCCCNc1nc(Oc2ccc(OCCC)nn2)nc(N(C)C)n1	i	/	3%	-21%	8	8%	/	0%	/
CCOC(=O)c1ccc(NC(=O)NCc2ccc(OC)cc2)cc1	-58%[inhibitor]	0	-1%	-22%	-2	8%	3%	-3%	-16%

Reformatted as comma-separated lines: entries from further up.
Molecule,PTHR1 agonist,D3 antag,GLP1R cytotox,GLP1R inv ag,DRD3 agonist,KB-V1 MDR tox,aSyn rescue,TDP-43 yeast inh,GLP-1R agonist
C[C@H](CO)N1C[C@H](C)[C@H](CN(C)Cc2cncnc2)Oc2cc(Br)ccc2S1(=O)=O,-24%,-17,5%,21%,-7,-23%,-2%,12%,-8%
Cc1cc(Br)ccc1NC(=O)CNC(=O)COc1ccccc1C,i,2,-19%,-1%,-21,?,1%,24%,4%
COc1ccc(CNC(=O)c2ccc(Cn3nc(C)c([N+](=O)[O-])c3C)o2)cc1,-16%,8,-14%,-23%,4,-27%,-7%,-7%[0.397 µM],20%
Cc1cc(/C=N/n2cnnc2)c(C)n1-c1ccc(OCc2ccc(Cl)cc2Cl)cc1,-9%,14,-11%,?,-4,5.2µM*,?,-17%,-32%[inhibitor]

Only part of the results is shown; count on the stated rates, not on these rows.
